# MC4R antagonist: MC4R antagonists of cAMP signaling, primary screen, cell-based, TR-FRET, antagonist arm of biased-ligand search | inhibition, % at 6.5 µM | Melanocortin receptor 4 (Homo sapiens), P32245 | MC4R-expressing cells, MTII-stimulated cAMP, LANCE TR-FRET | actives 0.48% (n = 360,000);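 active = inhibition above its plate's cutoff, the mean of tested wells on that plate plus 3 SD, cut at about 29% in these data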;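 also: 0% = Melanotan II alone and 100% = Melanotan II plus saturating MCL0020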
# Target sequence (P32245 whole entry, looked up): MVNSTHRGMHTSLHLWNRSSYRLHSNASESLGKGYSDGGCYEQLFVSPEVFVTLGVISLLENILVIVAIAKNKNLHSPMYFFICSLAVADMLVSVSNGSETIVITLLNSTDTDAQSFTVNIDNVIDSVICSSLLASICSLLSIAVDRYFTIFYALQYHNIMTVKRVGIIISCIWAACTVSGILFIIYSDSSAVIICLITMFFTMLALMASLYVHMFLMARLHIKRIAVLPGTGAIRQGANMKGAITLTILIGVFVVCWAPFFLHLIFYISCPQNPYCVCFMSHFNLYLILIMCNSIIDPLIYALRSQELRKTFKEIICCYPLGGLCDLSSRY
#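 Assay system: U2OS-MC4R stable cell line; Also added: Melanotan II; Technique: Eu-cAMP/anti-cAMP TR-FRET, emission 671 nm; Times: 30-min compound, 1-h challenge, 1-h detection, room temperature.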
# aDG glyco act: activators of alpha-DG glycosylation, primary screen, uHTS, Pro5-aDG cells, AlphaScreen | AID 624168, 2012 | alpha-DG glycosylation AlphaScreen (IIH6); 0% Pro5, 100% B10-LARGE cell signal | actives 0.22% (n = 360,000) | activation, % at 10 µM;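 active = activation of at least 8% versus controls, or a plate z-score of at least 8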;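 also: Pro5 are CHO cells carrying HIG-tagged alpha-DG that lacks glycosylation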
# Glyco luc inh: increase of ERlucT glycosylation luciferase signal, primary screen, N-linked glycosylation inhibitor project, D54 ERlucT cells, luminescence, set 2; D54 ERlucT glycosylation luciferase reporter, 24 h; percent of 100 nM tunicamycin response; reporter increase, % at 12.5 µM; AID 588692, 2011; actives 0.23% (n = 360,000);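 active = mean luciferase reporter signal, scaled so untreated is 0 and the glycosylation-blocking control 100, at or above a set limit in every replicate; inconclusive = mean reaches the limit but not every replicate does; inactive = mean below the limit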;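 also: luciferase carries N-glycosylation sites so blocking glycosylation raises the light; 0% = median of neutral control wells and 100% = median of 100 nM tunicamycin wells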
# MC4R barr agon: MC4R agonists recruiting beta-arrestin, primary screen, cell-based, luminescence, agonist arm of biased-ligand search. Melanocortin receptor 4 (Homo sapiens), P32245. U2OS MC4R beta-arrestin complementation; percent of melanotan II response, DMSO zero. activation, % at 8.9 µM. actives 0.98% (n = 360,000). AID 540308, 2011;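 active = activation above a per-plate cutoff, the mean activation of sample wells on that plate plus 3 SD, cut at about 8% in these data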
# Vif imaging: HIV Vif self-association inhibitors, primary screen, imaging, HEK293T, single point | HEK293T cells, Vif self-association by quenched fluorescence, 24 h | inhibition, % at 7.49 µM | actives 0.35% (n = 340,000); in the data active = inhibition above about 50%, passing the limit was not always enough; inconclusive = no clear call, values can overlap the other calls; inactive = below about 31%; also: some results filed as inactive read as strong as hits
# NOD2-RIPK2 inh: NOD2-RIPK2 binding disruptors in cells, primary screen, fluorescence, CHO cells, BLA complementation | Receptor-interacting serine/threonine-protein kinase 2 (Homo sapiens), O43353 | CCF4 ratio | inhibition, % at 4.98 µM | actives 0.38% (n = 360,000) | AID 624267, 2012; in the data active = inhibition above about 21%;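 also: 0% = vehicle only and 100% = reference blocker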
# Target sequence (O43353 whole entry, looked up): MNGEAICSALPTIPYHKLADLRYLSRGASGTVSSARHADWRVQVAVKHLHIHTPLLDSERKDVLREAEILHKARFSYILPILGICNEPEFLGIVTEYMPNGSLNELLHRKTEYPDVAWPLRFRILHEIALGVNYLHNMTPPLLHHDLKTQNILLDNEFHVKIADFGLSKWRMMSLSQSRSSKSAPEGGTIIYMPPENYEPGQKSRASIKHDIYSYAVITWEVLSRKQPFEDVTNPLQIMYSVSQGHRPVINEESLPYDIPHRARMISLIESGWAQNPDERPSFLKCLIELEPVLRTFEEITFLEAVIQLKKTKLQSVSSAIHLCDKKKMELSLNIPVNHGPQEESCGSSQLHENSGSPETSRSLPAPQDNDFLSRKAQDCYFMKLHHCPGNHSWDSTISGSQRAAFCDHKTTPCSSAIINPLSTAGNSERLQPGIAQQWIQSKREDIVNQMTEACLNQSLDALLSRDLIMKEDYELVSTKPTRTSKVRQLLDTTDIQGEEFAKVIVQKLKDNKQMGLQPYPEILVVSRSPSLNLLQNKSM
# TLR9-MyD88 inh: inhibitors of TLR9-MyD88 association in cells, primary screen, cell-based, CHO, BLA complementation, fluorescence; AID 504734, 2011; CCF4 FRET ratio; inhibition, % at 4.98 µM; actives 0.21% (n = 340,000);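 active = inhibition above the mean over all tested compounds plus 3 SD, cut at about 21% in these data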;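 also: 0% = DMSO only wells and 100% = clavulanate BLA inhibitor control wells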
# ABCB6 inh 2: ABCB6 transporter inhibitors, primary screen, K562-ABCB6 cells, flow cytometry, MLPCN library | ATP-binding cassette sub-family B member 6 (Homo sapiens), Q9NP58 | K562-ABCB6 porphyrin accumulation, 1 h; active compounds read low | fluorescence ratio to DMSO, % at 10 µM | actives 0.19% (n = 360,000) | AID 602162, 2011;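 active = fluorescence ratio to DMSO below 75%, the collection mean minus 3 SD; inconclusive = too few cells collected in the well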;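 also: signal is porphyrin accumulated inside mitochondria; 100% equals median channel fluorescence of DMSO control wells; lower ratio means ABCB6 inhibition with less porphyrin fluorescence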
# ABHD5 PLIN5 PPI: ABHD5-PLIN5 interaction inhibitors, primary screen, cell lysate, split luciferase complementation, luminescence; inhibition, % at 4 µM; Perilipin-5 (Homo sapiens) + 1-acylglycerol-3-phosphate O-acyltransferase ABHD5 (Homo …; Split G. princeps luciferase complementation, 4 h; actives 0.78% (n = 360,000);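 active = inhibition above the mean inhibition across every tested compound plus 3 SD, cut at about 22% in these data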;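 also: 0% = DMSO only wells and the 100% control is not disclosed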
# Granule exo inh: LAMP-1 surface exposure blockers, TALL-104 cells – cell-based, flow cytometry, MLPCN library, primary screen; inhibition, % at 10 µM; actives 0.66% (n = 360,000); TALL-104 LAMP-1 surface exposure; cells stimulated with thapsigargin and PMA; AID 651702, 2012;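 active = inhibition above about 55%, limit read from the data; inconclusive = no clear call, values can overlap the other calls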
# * hit, by the source's call; ? = inconclusive; . = no result given. Only part of the results is shown; rates above refer to the full screens.
nr	molecule	MC4R antagonist	aDG glyco act	Glyco luc inh	MC4R barr agon	Vif imaging	NOD2-RIPK2 inh	TLR9-MyD88 inh	ABCB6 inh 2	ABHD5 PLIN5 PPI	Granule exo inh
1	Cc1cccc(NC(=S)NC(C)(C)CC(C)(C)C)c1	0	6.0	-4	4.5	0	-6	-6	93	-12	4
2	O=C(CSc1nnnn1-c1ccccc1F)NNC(=O)c1ccco1	-3	-0.1	-1	-0.4	1	4	1	96	1	-3
3	CCn1c(CNC(=O)c2ccc(OC)c(OC)c2)nnc1SCC(=O)Nc1ccc(OC)cc1	4	-0.1	2	-2.7	11	0	-1	98	-7	2
4	CC(C)CCOc1ccc(/C=C2\CCn3c2nc2cc(C(=O)O)ccc2c3=O)cc1	32*	0.2	7	1.8	7	-14	-6	103	3	0
5	Cc1c(Cc2ccccc2)c(=O)oc2cc(OCc3ccc(C(=O)O)cc3)ccc12	12	0.5	2	-0.4	1	-14	-5	96	3	18
6	Cc1[nH]c2ccccc2c1C(=O)CSc1n[nH]c(N)n1	8	-0.1	0	2.5	-5	5	5	95	-5	-4
7	CS(=O)(=O)c1ccc(Cl)c(C(=O)NC2CCSc3ccccc32)c1 (configuration not stated)	14	-0.1	1	-1.1	-4	-6	5	91	-4	-8
8	CN(C)c1ccc(C=NCCC2(O)CCOC(C)(C)C2)cc1 (configuration not stated)	0	-0.1	4	-0.6	1	-3	11	101	1	3
9	Cc1ccccc1NC(=S)N(C)C1(c2ccccc2Cl)CCCCC1=O (configuration not stated)	-2	0.0	-4	0.3	28	2	6	102	-3	-1
10	COCc1ccc(C(=O)OC(C)C(=O)Nc2c(C)n(C)n(-c3ccccc3)c2=O)cc1 (configuration not stated)	6	-0.2	0	1.0	-5	-6	-2	100	-5	-3
11	O=C(c1cccs1)c1cn(CC(=O)N2CCc3ccccc3C2)c2ccccc12	13	0.6	-4	-0.6	0	-4	0	92	-2	-2
12	O=C(CN1CCN(S(=O)(=O)c2ccc(Br)s2)CC1)NCC1CCCCC1	3	-0.3	-1	0.7	21	-6	-12	95	1	-1
13	O=C(COC(=O)c1ccccc1F)Nc1ccc2c(c1)OCCO2	0	0.3	3	-3.5	7	-3	1	85	-10	0
14	O=c1c(-c2cc3ccccc3o2)[n+]([O-])c2ccccc2n1OCc1ccccn1	2	-0.2	-5	-1.0	-15	-3	-3	100	-1	2
15	COc1cc(OC)cc(-c2sc3ccc(OC)cc3c2C#CC(C)(C)O)c1	9	0.3	-2	2.1	-10	5	-5	98	-9	-6
16	C[C@H](NC(=O)OCc1ccccc1)C(=O)NNC(=O)[C@H](C)NC(=O)OCc1ccccc1	1	0.1	2	-0.3	-3	5	-2	99	1	5
17	S=C(NCCN1CCOCC1)NC1CCCCC1	8	-0.1	1	-0.9	3	-1	-1	103	-1	2
18	CCOc1ccc2[nH]cc(C(=O)N3CCN(C4CCCCC4)CC3)c(=O)c2c1	10	-0.3	2	0.0	.	-2	6	93	-2	1
19	CCN(C(=O)COC(=O)COc1ccc2c(c1)CCC2)c1c(N)n(Cc2ccccc2)c(=O)[nH]c1=O	2	-0.2	3	0.2	16	5	-10	97	7	6
20	COc1ccc(CCNCC(=O)Nc2ccc(OC(F)(F)F)cc2)cc1OC	-5	0.1	1	2.1	4	-5	1	97	2	21
21	CCOC(=O)Cc1csc(NC(=O)Nc2ccc(C)cc2)n1	-1	0.0	0	1.0	3	-4	-4	100	1	-3
22	Cc1c(Cc2ccccc2)[n+](=O)c2ccccc2n1[O-]	1	0.3	-1	-0.7	-4	-3	15	110	1	-3
23	COc1ccc(OCc2nnc(SCC(=O)N3c4ccccc4Sc4ccc(Cl)cc43)o2)cc1	4	-0.2	-7	-1.5	-35	-6	1	99	4	18
24	O=C(O)c1ccccc1NCc1cccnc1	15	0.1	-3	-1.0	45	1	.	95	4	-8
25	COc1ccc(C2C(C#N)=C(N)Oc3cc(O)ccc32)cc1C (configuration not stated)	14	-0.1	2	-3.2	-3	14	-1	108	-5	6
26	O=S(c1ccccc1O)S(=O)c1ccccc1O (configuration not stated)	-11	0.2	5	-1.4	-12	3	-7	97	-11	18
27	Cc1ncc(CN2CCCC(C(=O)Nc3ccc(-c4ccco4)cc3)C2)cn1 (configuration not stated)	3	0.0	1	-0.3	12	-4	0	101	15	2
28	O=[N+]([O-])c1ccc(N2CCCCC2)cc1SCCO	1	-0.4	0	-2.8	-6	-4	-1	98	-2	0
29	COc1ccc(CN(C(=O)CNC(=O)c2ccco2)C(C(=O)NCC2CCCO2)c2ccccc2)cc1 (configuration not stated)	3	0.1	-2	0.0	-9	-1	-10	98	-2	-8
30	COC(=O)c1ccc(NC(=O)CN(c2ccc(C)cc2)S(=O)(=O)c2c(C)n[nH]c2C)cc1	12	-0.4	4	-3.4	-5	-2	-5	88	4	2
31	CCn1c(SCC(=O)N(C)C2CCCCC2)nc2cc(S(N)(=O)=O)ccc21	2	-0.3	0	-2.1	-9	-2	1	92	-12	-2
32	CCc1ccc(OCC2Cn3c(nc4c3c(=O)[nH]c(=O)n4C)O2)cc1 (configuration not stated)	3	0.1	5	0.1	-1	2	-6	97	2	10
33	Cc1csc(N(C)C(=O)CSc2nnc(COc3ccccc3C)o2)n1	-4	0.2	0	-1.7	20	12	4	104	-9	-1
34	CNS(=O)(=O)c1cccc(C(=O)Nc2cccc(Cl)c2)c1	0	0.4	2	-2.0	11	-3	5	90	0	1
35	OC(c1ccc(F)cc1)c1nc(-c2cccc(C(F)(F)F)c2)cs1 (configuration not stated)	9	0.7	0	6.4	-1	3	.	103	-14	5
36	CN1CCC(=NNC(=O)C(=O)Nc2cccc(Br)c2)CC1	7	0.3	0	0.9	-1	-2	7	96	-2	-2
37	Nc1ccccc1OCCOCCOCCOc1ccccc1N	16	0.0	1	0.9	-1	-1	1	94	0	1
38	COC(=O)CCn1nc(-c2ccc(C)cc2)c2ccccc2c1=O	-3	0.0	3	-0.5	-3	-6	1	103	-6	2
39	COc1ccc(N2CCN(C(=O)COCc3cc(-c4ccc5c(c4)OCO5)on3)CC2)cc1	-7	0.2	2	-0.1	-6	11	-9	94	12	?
40	CC(C)c1ccc(NC2CCCN(C(=O)CCN3CCCC3=O)C2)cc1 (configuration not stated)	1	0.0	-1	-1.5	0	1	-2	81	0	0
41	COC1=C(OC)C(=O)C(Sc2ccc3ccccc3c2)=CC1=O	7	-0.3	3	-3.4	3	25*	20	93	81*	86*
42	CCCCOP(=O)(OCCCC)C(O)c1ccc(Br)cc1 (configuration not stated)	17	0.0	-3	5.2	2	6	2	96	-2	-4
43	CCOc1cc(C(=S)N2CCOCC2)ccc1OC(=O)c1ccc(C)cc1	-2	0.0	4	-0.9	-3	9	6	91	-3	0
44	CCOc1ccc(NS(=O)(=O)c2ccc(C)c(C(N)=O)c2)cc1	-2	0.1	-1	-2.8	-6	6	-12	111	-11	-7
45	Cc1cc(C)cc(C(=O)N(c2ccccn2)C(C)c2ccco2)c1 (configuration not stated)	-4	-0.2	2	-0.9	-16	-5	1	100	6	-2
46	O=C(NCCc1ccccc1)C(=O)NCC1OCCCN1S(=O)(=O)c1cccs1 (configuration not stated)	-4	0.3	0	-1.2	-3	-3	2	105	-5	-3
47	CC1(C)CC(=O)c2c(Cc3ccccc3)noc2C1	4	0.0	0	-0.8	6	0	11	89	5	0
48	CC1=NNC(=O)C1C(c1cccc(O)c1)C(C#N)C#N (configuration not stated)	-3	-0.1	-1	-2.2	-1	10	-3	92	0	0
49	O=C(O)c1ccc2c(c1)C(=O)N(c1ccc(C(=O)OCC(=O)c3ccccc3)cc1)C2=O	13	0.0	0	-0.8	1	-1	-4	98	4	2
50	Cc1cc(=O)oc2cc(OCC(=O)N3CCN(C(=O)C4COc5ccccc5O4)CC3)c(Cl)cc12 (configuration not stated)	8	0.0	0	-1.8	-6	-4	-12	92	-4	-1
51	O=C(CSc1ccc(-c2ccco2)nn1)NCc1ccc(Cl)cc1	3	0.0	0	-0.5	-10	-6	11	94	6	0
52	CC1(C)CC(NC(=S)NCc2ccco2)CC(C)(C)N1	2	0.3	0	-3.1	8	-6	0	100	5	0
53	CCCCc1ccc(NC(=O)CSc2nc(=O)n(CCN(C)C)c3c2CCC3)cc1	11	2.9	5	6.2	5	-5	-3	96	9	53
54	O=C(Cn1nc(C(=O)O)c2ccccc2c1=O)Nc1nc(-c2ccccc2)cs1	-7	-0.2	5	3.6	-2	2	-5	104	-2	0
55	COc1ccc(C(=O)COC(=O)C(CCSC)NC(=O)COc2ccccc2)cc1 (configuration not stated)	23	-0.2	-1	3.0	23	-8	-20	104	2	-4
56	CCn1c2ccccc2c2cc(CN3CCN(C(=O)c4ccco4)CC3)ccc21	10	0.4	-1	-0.3	?	5	-7	100	-11	-3
57	CCOC(=O)N1CCN(C(=O)c2ccccc2Oc2ccccc2)CC1	-6	0.4	-1	0.6	0	-7	-10	89	-8	5
58	Cc1nc(SCC(=O)NCc2ccco2)c2c(C)c(C)sc2n1	10	-0.1	-1	-0.3	-2	-4	-10	97	6	0
59	CC(C)CC(=O)N1CCN(Cc2ccccc2Cl)CC1	11	0.0	-1	-0.2	-7	4	-3	98	5	0
60	O=C(Nc1ccc2oc(-c3ccncc3)nc2c1)c1ccc2c(c1)OCCO2	8	-0.1	0	23*	8	-1	1	92	12	4
61	COc1ccc(Nc2nc(N)nc(CSCCO)n2)cc1	-3	0.0	-1	-2.6	-7	-3	-1	89	2	-2
62	CC(C)=C(NC(=O)c1ccccc1)C(=O)NCCCC(=O)O	2	-0.2	0	-0.3	.	-1	5	95	2	1
63	Cc1ccc(-c2nc3n(n2)Cc2ccccc2-3)cc1	-1	0.0	.	-1.6	.	-8	5	90	-5	-1

# Compound profiles, as listed above:
# Entry for `CCCCc1ccc(NC(=O)CSc2nc(=O)n(CCN(C)C)c3c2CCC3)cc1` → MC4R antagonist: 11; aDG glyco act: 2.9; Glyco luc inh: 5; MC4R barr agon: 6.2; Vif imaging: 5; NOD2-RIPK2 inh: -5; TLR9-MyD88 inh: -3; ABCB6 inh 2: 96; ABHD5 PLIN5 PPI: 9; Granule exo inh: 53
# Entry for `COc1cc(OC)cc(-c2sc3ccc(OC)cc3c2C#CC(C)(C)O)c1` → MC4R antagonist: 9; aDG glyco act: 0.3; Glyco luc inh: -2; MC4R barr agon: 2.1; Vif imaging: -10; NOD2-RIPK2 inh: 5; TLR9-MyD88 inh: -5; ABCB6 inh 2: 98; ABHD5 PLIN5 PPI: -9; Granule exo inh: -6

# Screening data as filed in PubChem BioAssay.
